# Bioassay records (PubChem)
# Glioma ERSR ind: qHTS for Inducers of the Endoplasmic Reticulum Stress Response (ERSR) in Human Glioma: qHTS. U87-MG GRP78 promoter luciferase reporter, 16 h. Potency, µM, without a hit: top-dose activation, usual class: activators. 420,000 tested, 0.02% active; also: potency is read from the fitted curve at half-maximal effect; series mostly up to about 76 µM; % of control where 0% means no effect; nearly all actives have a fitted effect of over 35% in size
#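 Stably transfected U87-MG glioma cells carrying a GRP78-based luciferase sensor; 16 h compound incubation. Luminescence end-point read 10 min after Bright-Glo addition at room temperature.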
# Vif-A3G inh: qHTS for Inhibitors of Vif-A3G Interactions: qHTS; DNA dC->dU-editing enzyme APOBEC-3G (Homo sapiens), Q9HC16; HeLa A3G-eYFP + Vif (tagged APOBEC3G with the HIV-1 protein that degrades it), YFP fluorescence, overnight; Potency, µM (titrated, usually from 46.1 µM), inactives show top-dose activity, negative = active, hits mostly inhibitors; 410,000 tested, 0.076% active;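 also: potency is read from the fitted curve at half-maximal effect; % is scaled to controls: 0 for no effect and ±100 for the full control effect; nearly all actives have a fitted effect of over 60% in size; hits raise eYFP signal because A3G escapes Vif-driven loss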
#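 HeLa cells stably expressing Vif and C-terminally eYFP-tagged A3G, seeded overnight at 37 deg C, then exposed to compound by pintool overnight at 37 deg C. Rise in yellow fluorescence (Ex 488/Em 500-530, Acumen) marks blocked Vif-driven A3G degradation.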
# D1 agonist: Allosteric Agonists of the Human D1 Dopamine Receptor: qHTS. activation, % at 2 µM. HEK293 T-REx D1 cells, calcium flux, agonist mode. 360,000 tested, 1% active. D(1A) dopamine receptor (Homo sapiens), P21728; in the data active = activation above about 30%; also: 0% is about no effect
#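 Agonism was scored from calcium flux recorded over 180 s (1 read/s) after pintool compound addition, following a 10-cycle baseline. Cells were inducible force-coupled HEK293 TREx D1, plated overnight at 30 C and loaded with no-wash calcium dye.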
# Vif-APOBEC3F blk: qHTS for Inhibitors of Vif-A3F Interactions: qHTS | AID 602313, 2012 | HeLa A3F-eYFP + Vif (tagged APOBEC3F with the HIV-1 protein that degrades it), YFP fluorescence increase | 390,000 tested, 0.2% active | Potency, µM (highest dose often 46.1 µM), for the others: at the top dose activity, negative = active; also: potency is read from the fitted curve at half-maximal effect; % of control where 0% means no effect; nearly all actives have a fitted effect of over 65% in size
#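 HeLa cells stably expressing A3F-eYFP plus Vif, plated and incubated overnight at 37 deg C, then exposed to compounds overnight at 37 deg C. Blocked degradation read as raised yellow fluorescence (Ex 488/Em 500-530).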
# RXFP1 agonist: qHTS Assay for Agonists of the Relaxin Receptor RXFP1; Relaxin receptor 1 (Homo sapiens), Q9HBX9; HEK293T-RXFP1 cAMP TR-FRET, 30 min; response scale: percent of porcine relaxin response, buffer zero; Potency, µM (highest dose often 57.5 µM), inactives show top-dose activation, most hits filed as activators; 370,000 tested, 0.3% active; also: potency is read from the fitted curve at half-maximal effect; % is scaled to controls: 0 for no effect and ±100 for the full control effect; nearly all actives have a fitted effect of over 60% in size; many of its hits are not listed in these tables
# Target sequence (Q9HBX9 whole entry, looked up): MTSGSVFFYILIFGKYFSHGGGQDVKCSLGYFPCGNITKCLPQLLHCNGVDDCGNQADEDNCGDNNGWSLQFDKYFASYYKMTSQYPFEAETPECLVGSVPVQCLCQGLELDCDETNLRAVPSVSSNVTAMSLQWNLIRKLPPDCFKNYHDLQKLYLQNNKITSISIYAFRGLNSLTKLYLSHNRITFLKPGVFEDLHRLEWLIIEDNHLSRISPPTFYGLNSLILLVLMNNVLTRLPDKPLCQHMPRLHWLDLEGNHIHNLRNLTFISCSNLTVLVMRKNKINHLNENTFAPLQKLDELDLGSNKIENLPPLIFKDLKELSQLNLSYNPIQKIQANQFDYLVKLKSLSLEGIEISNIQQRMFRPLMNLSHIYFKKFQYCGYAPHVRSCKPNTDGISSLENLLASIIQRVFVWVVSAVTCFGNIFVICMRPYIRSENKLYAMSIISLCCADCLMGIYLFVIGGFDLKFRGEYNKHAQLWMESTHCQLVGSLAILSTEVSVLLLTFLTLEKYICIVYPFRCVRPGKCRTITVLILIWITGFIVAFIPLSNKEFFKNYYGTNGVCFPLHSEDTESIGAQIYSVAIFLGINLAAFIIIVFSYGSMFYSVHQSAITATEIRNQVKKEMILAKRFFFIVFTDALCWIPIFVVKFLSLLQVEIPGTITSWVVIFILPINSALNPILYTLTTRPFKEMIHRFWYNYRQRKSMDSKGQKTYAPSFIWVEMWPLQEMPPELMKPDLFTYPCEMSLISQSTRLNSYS
#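 HEK293 cells stably expressing RXFP1, treated 30 min at 37C with compounds plus PDE4 inhibitor Ro 20174; cAMP measured by HTRF TR-FRET. Normalized to buffer and 29 nM porcine relaxin; EC50 by Hill fit.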
# D1 potentiator: Potentiators of Human D1 Dopamine Receptor: qHTS. HEK293 TREx D1 cells, calcium flux, dopamine EC20 potentiation. potentiation, % at 10 µM. 360,000 tested, 0.036% active. AID 504651, 2011; in the data active = potentiation above about 30%; also: 0% is about no effect
# LDHA inh: qHTS assay for inhibitors of human lactate dehydrogenase; L-lactate dehydrogenase A chain (Homo sapiens), P00338; purified LDHA, NADH/diaphorase-resazurin fluorescence; stronger effect = lower value; activity change, % (values are at about 110 or 230 µM); 480,000 tested, 0.15% active; in the data active = activity change below about -30%; inconclusive = mostly about -25% to -30%;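 also: plate controls were DMSO wells for no effect and wells without enzyme for full effect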
#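 Human LDH5 at 2 nM final in Tris HCl pH 7.4 with 0.06 mM NADH and 0.2 mM pyruvate, reacted 5 minutes at room temperature. Remaining NADH coupled via diaphorase/resazurin; resorufin fluorescence read at 0 and 20 minutes, normalized to enzyme-free and DMSO wells.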
# D2 PAM: HTS Assay for Positive Allosteric Modulators of the Human D2 Dopamine Receptor: Primary Screen for Potentiators; D(2) dopamine receptor (Homo sapiens), P14416; HEK293 T-REx D2, calcium flux, EC20 dopamine potentiation; potentiation, % at 10 µM; 340,000 tested, 0.34% active; AID 485347, 2010;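 active = potentiation over 3 SD above the plate norm, cut at about 30% in these data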; also: 0% is about no effect
#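 Primary screen. Calcium kinetics in induced HEK293 T-REx D2 cells: compound pre-addition 180 s, EC20 dopamine, 180 s more.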
# D1 antagonist: Antagonist of Human D 1 Dopamine Receptor: qHTS; D(1A) dopamine receptor (Homo sapiens), P21728; activity change, negative = inhibition, % at 10 µM; HEK293 TREx D1 cells, calcium flux, dopamine EC80; stronger effect = lower value; 360,000 tested, 3.2% active; in the data active = activity change below about -30%; also: % is scaled to controls: 0 for no effect and ±100 for the full control effect
#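 Inducible Hek293 Trex D1 cells (tetracycline, overnight, 30 C). Calcium dye 30–90 min RT. Antagonist mode: EC80 dopamine added after 180 s compound read.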
# The depositor's hits bear a star; ? = inconclusive; . = no result given; & = joins results of further samples. Unless noted, calls follow the shape of the dose curve; as a rule, active = well fitted curve in the direction sought with a large enough effect; inconclusive = small, poorly fitted or top-dose-only effect, or another doubt; inactive = no such curve, though single readings can be large; an effect the other way counts as inactive or inconclusive. This is a subset (hit frequency here may not be typical).
item	mol	Glioma ERSR ind	Vif-A3G inh	D1 agonist	Vif-APOBEC3F blk	RXFP1 agonist	D1 potentiator	LDHA inh	D2 PAM	D1 antagonist
1	CC1(C)Cc2c(sc(NC(=O)COc3ccc(Cl)cc3Cl)c2C(N)=O)C(C)(C)N1	-3.1%	0.3%	20.7	3.0%	-0.1%	-5.0	-9.3	-15.4	-4.7
2	Nc1c(N(CCC2=CCCCC2)C(=O)Cc2ccc(F)cc2)c(=O)[nH]c(=O)n1Cc1ccccc1	-5.7%	0.4%	19.1	8.6%	0.2%	-0.8	-7.1	-3.2	2.1
3	COc1ccc([C@@H]2C[C@H]3[C@@H](CN2S(=O)(=O)c2ccccc2)C(=O)C[C@@H](c2ccccc2)N3S(=O)(=O)c2ccc(C)cc2)cc1	-0.2%	-2.4%	.	-0.2%	.	.	-11.6	.	.
4	CC(=O)N1CCN2C(=O)C1CCCC(=O)c1cc(C)ccc12 (stereo not drawn)	-2.3%	-0.2%	0.1	-11.3%	0.3%	-0.1	-0.8	2.5	-10.8
5	CCc1nnc(NC(=O)CSc2ncnc3c2oc2ccccc23)s1	0.3%	2.0%	1.6	1.1%	4.3%	-0.3	-3.2	-0.9	3.1
6	CC(=O)NCCC(=O)Nc1cc(S(=O)(=O)N2CCCCC2)ccc1N1CCN(C)CC1	-0.9%	-0.9%	4.1	3.8%	-0.4%	-3.2	-4.6	-2.1	7.9
7	C=C[C@@](C)(O)CC[C@@H]1[C@@]2(C)CCCC(C)(C)[C@@H]2CC[C@@]1(C)O	-3.0%&-2.5%	3.0%	48.8*	-2.1%	-0.5%	9.1	4.7	10.3	-1.2
8	CC(=O)N(c1ccc(Br)cc1)C1C=CS(=O)(=O)C1 (stereo not drawn)	-1.0%	-1.1%	1.0	-13.9%	7.1%	-3.2	0.4	-6.3	31.9
9	COc1ccccc1CCC(=O)N(C)C1CCCN(Cc2ccccc2F)C1 (stereo not drawn)	-5.0%	1.6%	0.2	1.0%	2.4%	2.0	-4.8	-13.5	8.2
10	N/C(=N\c1nc2ccccc2o1)NC(=O)C(Cc1ccccc1)N1C(=O)c2ccccc2C1=O (stereo not drawn)	-3.6%	-9.0%	4.3	-1.0%	1.3%	-5.2	-3.2	0.3	-4.0
11	CN1CCN(C2(CNC(=O)c3ccc(C(C)(C)C)cc3)CCCCC2)CC1	-3.5%	6.3%	30.0	1.2%	-0.6%	-1.8	-5.8	-24.1	5.0
12	O=C(c1cccc(C(F)(F)F)c1)C1CCCN(Cc2ccc(OCCO)cc2)C1 (stereo not drawn)	-2.4%	2.1%	3.6	-10.5%	-0.2%	-0.2	-7.9	-11.6	9.1

# An excerpt of these results, in transposed form.
6) CC(=O)NCCC(=O)Nc1cc(S(=O)(=O)N2CCCCC2)ccc1N1CCN(C)CC1
7) C=C[C@@](C)(O)CC[C@@H]1[C@@]2(C)CCCC(C)(C)[C@@H]2CC[C@@]1(C)O
8) CC(=O)N(c1ccc(Br)cc1)C1C=CS(=O)(=O)C1 (stereo not drawn)
9) COc1ccccc1CCC(=O)N(C)C1CCCN(Cc2ccccc2F)C1 (stereo not drawn)
Compound	6	7	8	9
Glioma ERSR ind	-0.9%	-3.0%&-2.5%	-1.0%	-5.0%
Vif-A3G inh	-0.9%	3.0%	-1.1%	1.6%
D1 agonist	4.1	48.8*	1.0	0.2
Vif-APOBEC3F blk	3.8%	-2.1%	-13.9%	1.0%
RXFP1 agonist	-0.4%	-0.5%	7.1%	2.4%
D1 potentiator	-3.2	9.1	-3.2	2.0
LDHA inh	-4.6	4.7	0.4	-4.8
D2 PAM	-2.1	10.3	-6.3	-13.5
D1 antagonist	7.9	-1.2	31.9	8.2

# Next entries follow.
item	mol	Glioma ERSR ind	Vif-A3G inh	D1 agonist	Vif-APOBEC3F blk	RXFP1 agonist	D1 potentiator	LDHA inh	D2 PAM	D1 antagonist
13	COc1ccc(C=O)cc1OC(=O)C1(C)Cc2ccccc2C(=O)O1 (stereo not drawn)	0.7%	-1.1%	1.8	5.6%	1.8%	0.9	-5.6	-3.5	3.2
14	O=C(NN=C1CCCC1)C1COc2ccccc2O1 (stereo not drawn)	-2.4%	-14.9%	2.4	4.9%	0.2%	5.3	-1.8	-5.2	-0.9
15	Cc1ccc(-n2c(SCC(=O)Nc3ccc4c5c(cccc35)CC4)nc(O)c(C)c2=O)cc1	0.7%	-5.7%	0.2	1.2%	-0.1%	0.7	-1.8	-0.2	2.8
16	Cc1cccc(C(=O)N2CCC(c3nc4ccccc4s3)CC2)c1	0.1%	4.3%	9.6	-0.3%	0.4%	-5.4	-5.3	-11.7	-16.3
17	CCN1CCN(C(=O)CN(c2cccc(Br)c2)S(=O)(=O)c2ccccc2)CC1	-0.9%	1.3%	5.0	-1.6%	1.0%	-4.8	-8.8	-4.9	12.4
18	C=CCn1cccc(C(=O)Nc2ccc(OC)cc2)c1=O	2.9%	0.3%	3.4	-4.2%	0.8%	-0.2	-4.9	3.9	-10.9
19	CN(Cc1ccccc1)S(=O)(=O)c1ccc2[nH]c(=O)ccc2c1	-4.1%	0.3%	8.2	-5.7%	?	-10.0	0.2	.	8.1
20	Cc1cc(C)c2[nH]c(=O)c(C(c3nnnn3C(C)(C)C)N(Cc3ccco3)CC3CCCO3)cc2c1 (stereo not drawn)	-6.7%	1.2%	3.0	-1.3%	-0.8%	1.6	-2.9	2.1	0.0
21	O=C(CCS(=O)(=O)c1ccc(Br)cc1)N1CCN(Cc2ccccc2)CC1	-2.7%	0.6%	3.9	-2.7%	3.8%	-2.2	-3.3	-10.6	-19.9
22	Cc1ccc(C(=O)Nc2ccc3c(c2)OCO3)cc1S(=O)(=O)N1CCOCC1	5.3%	-0.1%	-0.4	11.0%	0.6%	-6.0	-3.8	8.1	-22.6
23	Cc1ccc(C(=O)Nc2ccccc2)cc1S(=O)(=O)Nc1ccc(Br)cc1	-3.4%	-6.7%	-1.3	-1.8%	0.8%	-3.3	-1.5	3.5	-1.1
24	O=C(NCCc1ccccc1)c1c[nH]c2ccccc2c1=O	?	0.4%	.	2.3%	.	.	-1.9	.	.
25	CCOc1ccc(C(=O)CC(Sc2ccc(C)cc2)C(=O)O)cc1 (stereo not drawn)	-11.6%	-23.2%	0.7	8.7%	1.3%	-1.1	1.5	-6.3	7.5
26	COc1cc(OC)cc(C(=O)Nc2cccc(NC(=O)c3cc(OC)cc(OC)c3)n2)c1	-4.0%	0.9%	.	-0.2%	.	.	-0.5	.	.
27	CC1(C)CC(=O)C2=C(C1)OC(N)=C(C#N)C2c1cn(-c2ccccc2)nc1-c1ccccc1 (stereo not drawn)	?	0.0%	9.7	-14.5%	-0.7%	-8.4	-0.8	5.8	4.6
28	CCOc1ccc(/C(O)=C2/C(=O)C(=O)N(c3ncccn3)C2c2ccc(Cl)cc2)cc1 (stereo not drawn)	-9.6%	-3.0%	3.3	-3.6%	?	-3.2	-15.9	-3.5	-1.4
29	COc1ccc(C(=O)NCC(=O)NCC(=O)OCC(=O)c2cccs2)cc1	2.6%	2.0%	-0.2	12.8%	0.8%	3.9	-8.1	-0.1	-1.6
30	Cc1ccc(NC(=O)Cn2nc(Cc3ccncc3)c3ccccc3c2=O)c(Cl)c1	-7.4%	-6.3%	4.0	2.0%	4.5%	-2.2	3.5	-4.3	-6.5
31	CC1CN=C2C(C(=O)Nc3ccccc3)=C(O)CC(c3ccccc3)N21 (stereo not drawn)	-5.2%	-8.5%	7.6	-15.5%	-0.4%	-8.6	-2.8	.	-12.4
32	CCCN1CCN(C(=O)C2CCN(S(=O)(=O)c3c(C)noc3/C=C/c3ccc(C)cc3)CC2)CC1	-0.3%	2.1%	6.8	10.5%	-0.3%	-0.2	-1.9	9.3	0.7
33	CN(C(=O)c1ccco1)c1nc(-c2ccc(Cl)cc2)cs1	9.0%	2.6%	9.2	1.5%	2.1%	-8.9	-3.9	-3.8	0.3
34	COc1cccc(Oc2cc(NN3CCCCC3)c([N+](=O)[O-])cc2[N+](=O)[O-])c1OC	-5.3%	1.6%	-0.5	-15.3%	0.5%	5.7	4.1	-4.1	-6.9
35	N#C/C(=C\c1c[nH]c2ccccc12)C(N)=O	-12.9%	-0.3%	1.0	7.6%	-1.1%	-2.9	0.4	24.4	11.7
36	Cc1ccsc1C(=O)N1CCCC(N2CCN(c3cccc(Cl)c3)CC2)C1 (stereo not drawn)	-3.1%	2.4%	5.9	-9.1%	0.4%	3.6	2.9	.	-0.1
37	CC(C)C12CN3CC(C(C)C)(CN(C1)C3c1ccc3c(c1)OCO3)C2=O (stereo not drawn)	0.5%	0.3%	3.5	2.6%	-0.3%	-2.1	3.4	0.8	5.3
38	COc1ccc(C(=O)COC(=O)CN2CC(=O)Oc3ccccc32)cc1Br	-2.5%	-3.6%	3.7	.	1.3%	-3.5	9.8	3.1	1.4
39	C/C(CC(=O)NCc1ccco1)=N\NC(=O)c1ccc([N+](=O)[O-])cc1Cl	-3.0%	0.2%	3.7	?	1.1%	-2.3	-7.0	10.8	-7.2
